KCNH2 WT inh: KCNH2 (human, wildtype) channel inhibition | AID 720551 | Q12809 | U2OS, BacMam KCNH2, thallium flux FluxOr; active compounds read low | activity change, % at 1.84 µM | 340,000 compounds, 0.37% hits;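 active = maximum activity change below -70%; inconclusive = maximum activity change between -70% and -50%; inactive = maximum activity change above -50%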; note: % is set by controls: 0 for no effect and ±100 for the full control effect
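U2OS cells were transduced with wild-type KCNH2 virus (2.03 x 10^8 / mL) for 4 h at room temperature, then cultured overnight at 37 C. Thallium flux was read with FluxOr dye. Rate constants were normalized to DMSO controls.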
A-T KAP1 phos: potential ataxia-telangiectasia treatments restoring KAP-1 phosphorylation | […] A-T fibroblasts, KAP-1 phosphorylation AlphaLISA; neocarzinostatin DNA damage 30 min before lysis | AID 485349 | Potency, µM (titrated, usually from 57.5 µM), inactives show top-dose activation, actives largely listed as activators | 320,000 compounds, 0.19% hits; note: potency is the fitted concentration of half-maximal effect; % of control where 0% means no effect; nearly all actives have a fitted effect of over 45% in size
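hTERT-immortalized A-T patient fibroblasts ([…]), 500 cells/well in OPTI-MEM, 1% FBS, got compounds for 60 min, then NCS for 30 min at 37C. Lysates were then assayed for phospho-KAP-1 by AlphaLISA (anti-pKAP1 donor, anti-KAP1 acceptor beads), 6 hr at 25C.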
GALK inhibitor: blocks human galactokinase activity; Purified GALK, Kinase-Glo residual ATP luminescence; Potency, µM (highest dose often 57.5 µM), for inactives: top-dose activity change, negative = inhibition, usual class: inhibitors; 270,000 compounds, 0.007% hits; AID 1868; note: potency is the fitted concentration of half-maximal effect; % is set by controls: 0 for no effect and ±100 for the full control effect
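ATP-depletion format; final 35 uM ATP, 100 uM D-galactose, 5 nM enzyme; pH 8.0 HEPES/Mg2+ buffer; 60 min RT; luminescence read 10 min after detection reagent.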
ASM inhibitor: human S-ASM enzyme inhibition; placental ASM, HMU-PC fluorogenic substrate, 60 min; 340,000 compounds, 0.006% hits; Potency, µM (series often up to 57.5 µM), inactives show at the top dose activity change, negative = inhibition, hits mostly inhibitors; note: potency is the fitted concentration of half-maximal effect
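HMU-PC0 cleavage (9 uM final) by human placental ASM, 60 min at 37 °C following 10 min compound exposure at RT; stopped at pH 10, fluorescence Ex 386/Em 447 nm.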
KCNH2 3.1 block: KCNH2 3.1 (human) potassium channel inhibition; activity change, % (tested at about 1.8 µM); 340,000 compounds, 0.95% hits; U2OS KCNH2 3.1, thallium flux FluxOr; active compounds read low;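 active = maximum activity change below -70%; inconclusive = maximum activity change from -70% to -50%; inactive = maximum activity change above -50%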;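 note: thallium influx rate constant from kinetic fluorescence after stimulation buffer; % is set by controls: 0 for no effect and ±100 for the full control effect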
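FluxOr-based Tl+ influx in U2OS cells transduced with KCNH2 3.1 virus; rate constants normalized to DMSO controls.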
Coupling enz: counter-screen for Giardia aldolase inhibitors: coupling enzyme system; coupling enzyme system counterscreen, AmpLite Red fluorescence; activity change, negative = inhibition, % at 58.2 µM, hits read low; 290,000 compounds, 0.67% hits; in the data active = activity change below about -30%; note: % is set by controls: 0 for no effect and ±100 for the full control effect
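Activity here indicates interference with the coupling reaction, not aldolase inhibition. Compounds at 57.5 uM final met coupling enzymes for 10 min at RT; substrate and AmpLite Red detection followed, with a 525/598 nm fluorescence read after 20 min.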
MBNL1-CUG inh: blocks human MBNL1 binding to CUG repeat RNA; Q9NR56; TR-FRET MBNL1-His/biotin-(CUG)12 binding, 665/545 ratio; Potency, µM (top dose mostly 57.5 µM), without a hit: top-dose activity change, negative = inhibition, usual class: inhibitors; 280,000 compounds, 0.036% hits; active = well fitted inhibition curve with a large enough effect in the signal ratio, with a control signal flat, not every such curve was filed as active; inconclusive = small, poorly fitted or top-dose-only effect, or effect the other way, or a change in a side signal; inactive = no such curve, though single readings can be large or run the other way; the % refers to the signal ratio; note: potency is the fitted concentration of half-maximal effect; % is set by controls: 0 for no effect and ±100 for the full control effect
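Inhibition of protein-RNA binding appears as loss of TR-FRET between terbium anti-His antibody on MBNL1-His and streptavidin-XL665 on biotin-(CUG)12. Activity is normalized to buffer-only and uninhibited-complex controls.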
MLL CXXC-DNA inh: MLL CXXC-DNA interaction inhibition. Q03164. MLL-CXXC / FITC-HOXA9 DNA fluorescence polarization. Potency, µM (titrated, usually from 115 µM), without a hit: at the highest dose activity change, negative = inhibition, actives largely listed as inhibitors. 290,000 compounds, 0.037% hits. AID 2662; active = well fitted inhibition curve with a large enough effect in the polarisation, with a control signal flat, not every such curve was filed as active; inconclusive = small, poorly fitted or top-dose-only effect, or effect the other way, or a change in a side signal; inactive = no such curve, though single readings can be large or run the other way; the % refers to the polarisation; note: potency is the fitted concentration of half-maximal effect
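Purified MLL-CXXC (added from a 7 uM solution) was preincubated 5 min at ambient with pinned compounds in 50 mM Tris-HCl pH 7.5, 50 mM NaCl, 1 mM DTT, 0.05% BSA. Fluorescein-labeled HOX-A9 DNA (50 nM solution) followed, 30 min, then polarization read.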
TRPV1 agonist: activates the human vanilloid receptor TRPV1. TRPV1-expressing cells, Fluo-8 calcium influx, agonist mode. 320,000 compounds, 0.19% hits. activation, % at 8.33 µM; in the data active = activation above about 80%; inconclusive = between about 30% and that limit; note: 0% is about no effect
Target sequence (Q8NER1 whole entry, looked up): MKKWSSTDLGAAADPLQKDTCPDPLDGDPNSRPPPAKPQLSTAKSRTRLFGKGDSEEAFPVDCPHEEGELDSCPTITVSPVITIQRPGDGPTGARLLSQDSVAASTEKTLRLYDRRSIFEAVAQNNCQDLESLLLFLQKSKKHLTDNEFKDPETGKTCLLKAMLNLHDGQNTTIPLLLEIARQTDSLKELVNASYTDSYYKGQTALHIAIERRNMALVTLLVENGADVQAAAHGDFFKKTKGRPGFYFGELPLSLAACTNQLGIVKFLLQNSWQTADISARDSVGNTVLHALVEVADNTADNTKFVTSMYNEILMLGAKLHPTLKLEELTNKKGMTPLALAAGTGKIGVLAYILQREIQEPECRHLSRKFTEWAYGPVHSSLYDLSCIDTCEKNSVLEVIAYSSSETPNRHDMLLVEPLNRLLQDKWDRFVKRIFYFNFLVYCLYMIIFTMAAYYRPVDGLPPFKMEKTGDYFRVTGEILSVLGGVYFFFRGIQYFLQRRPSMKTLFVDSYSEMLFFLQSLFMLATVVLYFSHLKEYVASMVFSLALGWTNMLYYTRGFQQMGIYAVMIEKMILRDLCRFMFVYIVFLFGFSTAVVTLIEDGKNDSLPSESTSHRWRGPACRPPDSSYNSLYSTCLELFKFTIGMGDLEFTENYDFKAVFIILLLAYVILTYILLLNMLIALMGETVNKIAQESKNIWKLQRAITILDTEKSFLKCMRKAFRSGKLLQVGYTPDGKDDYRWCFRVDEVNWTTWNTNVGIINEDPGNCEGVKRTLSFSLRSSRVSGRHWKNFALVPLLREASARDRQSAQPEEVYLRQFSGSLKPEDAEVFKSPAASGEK
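TRPV1-expressing cells were cultured overnight at 35.5C and loaded with Fluo-8 calcium dye for 40 to 90 min at room temperature. After a 10 s baseline, compound was added and calcium influx was read kinetically for 3 min (ex 480/em 520 nm).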
a7 integrin act: activators of alpha7 integrin expression for muscular dystrophy | alpha7betagal myoblasts, beta-gal FDG fluorescence, 48 h | Potency, µM (top dose mostly 38.3 µM), for inactives: at the highest dose activation, hits mostly activators | 350,000 compounds, 0.064% hits;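 note: potency is the fitted concentration of half-maximal effect; 100% = response of the positive control SU9516; nearly all actives have a fitted effect of over 60% in size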
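Alpha7betagal+/- myoblasts (passage 13) were plated 16-24 hr, then exposed to compounds (1:260 dilution of DMSO stock) for 48 hours at 37C. After MPER lysis, β-galactosidase reporter activity was read as FDG fluorescence (ex 480/em 540) after 30 minutes.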
* = called active by the depositor; u = inconclusive; x = not tested or not shown; [ ] = another dose, or the depositor's remark. Unless noted, calls come from the whole dose curve; as a rule, active = well fitted curve in the direction sought with a large enough effect; inconclusive = small, poorly fitted or top-dose-only effect, or another doubt; inactive = no such curve, though single readings can be large; an effect the other way counts as inactive or inconclusive.

The line under a structure holds: KCNH2 WT inh | A-T KAP1 phos | GALK inhibitor | ASM inhibitor | KCNH2 3.1 block | Coupling enz | MBNL1-CUG inh | MLL CXXC-DNA inh | TRPV1 agonist | a7 integrin act
> Cc1nnc(NCc2n[nH]c(=O)c3ccccc23)c2ccccc12
    8 | 8% | -1% | -3% | 6 | -2 | 9% | u | 0 | -52%[inhibitor]
> O=C(c1cnc2ccccn2c1=O)N1CCCc2ccccc21
    -3 | -12% | -2% | 6% | -4 | 6 | 2% | 1% | -5 | 18%
> O=C(CCNS(=O)(=O)c1cccc2nsnc12)NCc1ccccc1
    -2 | 1% | -1% | -2% | -2 | 1 | u | -5% | 25 | 1%
> COc1ccc(Cl)cc1C1=CC(=O)C[C@H](c2ccc(F)cc2)C1
    -2 | -4% | x | 1% | 3 | x | x | x | 22 | 1%
> COc1ccccc1N/C(N)=N/c1nc(CSc2ccc(C)cc2)cc(=O)[nH]1
    -4 | -8% | -1% | -4% | 1 | -10 | -4% | 1% | -2 | -30%
> CCc1nn(CC(=O)NC(C)CCc2ccccc2)c(=O)c2cc3cc(F)ccc3n12 (configuration not stated)
    4 | 5% | 1% | 3% | -8 | -1 | 1% | 5% | 1 | -11%
> Cc1ccnc(NS(=O)(=O)c2ccc(NC(=O)c3c(-c4ccccc4Cl)noc3C)cc2)n1
    4 | 0% | -3% | 2% | 1 | 2 | -13% | 3% | 1 | 2%
> Cn1c(=O)c2c(ncn2CC(=O)N2CCCc3ccccc32)n(C)c1=O
    2 | -7% | 0% | -1% | 13 | -3 | -3% | 3% | 1 | 13%
> COc1ccc(-c2cc(CNC(=O)CN3CCN(C)CC3)on2)cc1
    -8 | -4% | 0% | -1% | -2 | 1 | -1% | -4% | 0 | -15%
> COc1ccccc1C(=O)NCCC(=O)N1CC(C)OC(C)C1 (configuration not stated)
    -2 | x | x | -2% | -36 | x | x | x | x | 2%
> O=C(CN1C(=O)C2CC=CCC2C1=O)N1CCN(c2ccc([N+](=O)[O-])cc2)CC1 (configuration not stated)
    5 | -11% | -3% | -4% | -27 | 3 | x | 0% | x | 10%
> Fc1ccccc1CSc1ncnc2c1ncn2C1CCCO1 (configuration not stated)
    3 | x | x | 3% | -3 | x | x | x | x | -9%
> O=C(Nc1ccc(S(=O)(=O)N2CCOCC2)cc1)C1COc2ccccc2O1 (configuration not stated)
    -24 | 7% | 0% | -3% | u | 1 | 3% | 0% | u | 10%
> CCOC(=O)C1CCN(c2ncnc3c2c(-c2ccccc2)cn3-c2ccc(C)cc2)CC1
    8 | 12% | -1% | -1% | 8 | -5 | 0% | 12% | 3 | -6%
> COc1cc(CO)ccc1OCc1ccc(Cl)nc1
    1 | 5% | -1% | 2% | 16 | -2 | 2% | 16% | 4 | 12%
> Cc1ccc(Cl)cc1NC(=O)Cn1nc(-c2cccs2)ccc1=O
    9 | -5% | 1% | -5% | -13 | 1 | u | 3% | 3 | 11%
> O=C(COC(=O)c1ccccc1NC(=O)C1CC1)c1ccc2c(c1)OCCO2
    x | 2% | 0% | x | x | 0 | -4% | 5% | 9 | x
> CC(C)C12CN3CC(C(C)C)(CN(C1)C3c1ccccc1)C2O (configuration not stated)
    15 | 6% | 3% | 1% | -8 | -3 | -5% | 9% | 2 | 11%
> CC(=O)Nc1c(-c2ccc(F)cc2)nc2ccccn12
    1 | -5% | 1% | -2% | -8 | 0 | 0% | 5% | x | 0%
> COC(=O)c1c(-c2ccccc2)c(-c2ccccc2)nn(C)c1=O
    -13 | -1% | -1% | 0% | -8 | 5 | 5% | 5% | 4 | 10%
> C/C=C/C1=CC(=O)C[C@H](c2ccc(OC)c(OC)c2)C1
    -9 | -3% | x | 4% | -8 | x | x | x | 0 | -17%
> Cc1ccc(-c2nnc(SCC(=O)NCC3CCCO3)nc2-c2ccc(C)cc2)cc1 (configuration not stated)
    -13 | -5% | x | -10% | -9 | x | x | x | 27 | -18%
> C[C@]12c3[nH]c4ccccc4c3CCN1C(=O)C(CC(=O)NCCN1CCOCC1)C[C@@H]2C(=O)N1CCCCC1 (some centres not stated)
    33 | 11% | x | 2% | x | x | x | x | x | -15%
> COc1ccc(OC)c(-c2cc(C(=O)Nc3cc(C)on3)no2)c1
    0 | -9% | 2% | 59% | -1 | 3 | 33%[activator] | -3% | 12 | 4%[7.66 µM]
> CCCCN1C(=O)C(O)(CC(=O)c2ccccn2)c2ccccc21 (configuration not stated)
    6 | 1% | -1% | 1% | 16 | -3 | 13% | 13% | 2 | -16%
> CCc1ccccc1N(CC(=O)N1CCCC1)S(C)(=O)=O
    -9 | 8% | -5% | 1% | 2 | 3 | 4% | 14% | -5 | -3%
> Fc1cc(F)c(F)c(SCCc2ccncc2)c1F
    1 | x | 2% | 3% | -15 | -25 | 4% | -3% | 3 | -50%
> CCN(CC)c1ccc(N2C(=O)/C(=C\c3cccnc3)SC2=S)cc1
    -1 | -2% | x | -1% | -1 | 2 | -1% | -17% | 0 | 1%
> COc1ccc(CNC(=O)CC2C[C@H](C(=O)N3CCCCC3)[C@@]3(C)c4[nH]c5ccccc5c4CCN3C2=O)cc1OC (some centres not stated)
    -2 | 5% | x | 2% | 1 | x | x | x | x | 0%
> CC12/C(=N/O)C3C4CC5C3/C(=N/O)C1C5C42 (configuration not stated)
    -30 | 4% | -3% | 6% | -2 | 4 | 2% | 0% | 3 | 20%
> C(=C\c1ccccn1)/c1cccnc1
    x | -3% | 1% | x | x | 0 | u | -1% | 4 | x
> CCOc1ccc(NS(=O)(=O)c2ccc3c(c2)N(C(C)=O)CCO3)cc1
    1 | -7% | 8% | -1% | 8 | -4 | -2% | 0% | 8 | -6%
> Cc1onc(-c2c(Cl)cccc2Cl)c1C(=O)OCC(=O)c1ccccc1
    3 | 5% | x | -1% | -25 | -3 | -2% | 2% | 17 | -26%
> O=S(=O)(NC1CCCCCCC1)c1ccccc1F
    -3 | 3% | -3% | -1% | 4 | -1 | 0% | 14% | 12 | 15%
> CCn1nnnc1SCC(=O)NCc1ccc2c(c1)OCO2
    0 | x | -2% | 0% | 6 | -2 | -20% | 0% | 2 | 7%
> O=C(CCCCCN1C(=O)CCC1=O)Nc1ccc2c(c1)OCO2
    1 | -4% | -1% | 1% | 7 | 2 | -1% | 5% | 0 | 20%
> NCCNc1ccc([N+](=O)[O-])cc1
    4 | -5% | 2% | -13% | 5 | 0 | u | 20% | 2 | 14%
> CCOc1ccccc1NC(=O)CSc1ccc(-c2sc(C)nc2C)nn1
    4 | 2% | -1% | -1% | x | x | 15% | -3% | 5 | -3%
> CCOC(=O)C1(CCOC)CCN(C(=O)c2ccccc2-c2cccc(C)c2)CC1
    3 | 4% | -2% | 4% | x | -1 | 4% | -17% | 27 | 21%
> COc1ccc2c(c1)C(=NN)c1cc(OC)ccc1-2
    0 | -4% | 1% | -14% | 4 | x | u | u | 0 | 7%
> O=C(COC(=O)c1cccnc1Cl)NCCc1ccccc1
    2 | 3% | x | 19% | -5 | x | x | x | 7 | -38%
> Cc1cc(NC(=O)CCN2CC(C)OC(C)C2)ccc1Br (configuration not stated)
    11 | 2% | -4% | 1% | -1 | 2 | -5% | 0% | -2 | 2%
> COC(=O)c1ccccc1NC(=O)c1cc2nc(C3CC3)cc(C(F)(F)F)n2n1
    1 | 2% | 6% | 19% | -1 | 4 | 3% | -1% | -2 | 18%
> CCCCOc1ccc(C2(C)NC(=O)NC2=O)cc1 (configuration not stated)
    -1 | 8% | -1% | -1% | 7 | 1 | 1% | -6% | 4 | 4%
> CCOc1ccc(Cl)cc1S(=O)(=O)N1CCC(C(=O)NCc2cccnc2)CC1
    14 | 6% | 5% | -1% | -3 | 1 | 0% | -7% | 14 | u
> Cc1ccc(N2CCCn3c2nc2c3c(=O)n(CC(=O)OCc3ccccc3)c(=O)n2C)cc1C
    x | 18% | 0% | x | x | 1 | -16% | 9% | 0 | x
> Cc1ccc(-n2c(N)c(C(=O)N3CCOCC3)sc2=S)c(C)c1
    6 | -7% | 1% | -2% | -5 | -1 | u | 5% | 24 | 10%
> O=C(CN(Cc1cccs1)C(=O)CNS(=O)(=O)c1ccc(Cl)cc1)NCC1CCCO1 (configuration not stated)
    7 | -2% | 5% | -1% | 10 | 2 | -1% | 4% | 3 | -2%
> Cc1nc2ccccc2c2c1C(=O)N(C)C2=O
    8 | 3% | 0% | -1% | 13 | 1 | u | -7% | -2 | 0%

Screening results: PubChem, National Center for Advancing Translational Sciences (NCATS)
